High-throughput results deposited in PubChem by The Scripps Research Institute Molecular Screening Center.
OXTR agonist: human OXTR agonists, primary screen, fluorescence, CHO-OTR cells, Fluo-8 calcium | AID 2435, 2010 | activation, % at 3 µM | 320,000 tested, 0.32% active | Fluo-8 calcium fluorescence; normalized: DMSO 0%, oxytocin 100%;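 active means activation above the mean of all tested compounds plus 3 SD, cutoff set per screening run, cut at about 20% in these data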;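 further: peak over basal fluorescence ratio from a 100 s FLIPR kinetic read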
Target sequence (P30559 whole entry, looked up): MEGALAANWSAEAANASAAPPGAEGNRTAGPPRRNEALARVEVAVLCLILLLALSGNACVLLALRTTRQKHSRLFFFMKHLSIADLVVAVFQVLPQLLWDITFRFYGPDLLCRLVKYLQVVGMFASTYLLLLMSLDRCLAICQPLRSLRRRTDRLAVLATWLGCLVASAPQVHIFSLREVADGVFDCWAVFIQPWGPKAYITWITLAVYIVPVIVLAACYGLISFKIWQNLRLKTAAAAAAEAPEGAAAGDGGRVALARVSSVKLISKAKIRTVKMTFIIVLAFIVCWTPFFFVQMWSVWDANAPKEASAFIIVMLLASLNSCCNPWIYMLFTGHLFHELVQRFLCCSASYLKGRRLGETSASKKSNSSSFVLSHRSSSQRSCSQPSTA
TAAR1 antagonist: human TAAR1 antagonists, primary screen, Fluo-8 calcium fluorescence, CHO RD-HGA16 cells; Trace amine-associated receptor 1 (Homo sapiens), Q96RJ0; antagonist; inhibition, % at 3 µM; 360,000 tested, 1.5% active; AID 624466, 2012;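 active means inhibition above a per-plate cutoff, the mean inhibition of test compounds on that plate plus 3 SD, cut at about 49% in these data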;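 further: 0% = DMSO plus EC80 beta-PEA response and 100% = DMSO alone without agonist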
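test system = CHO RD-HGA16 cells bearing hTAAR1 | replication = singlicate | controls = DMSO-only wells and EC80 β-PEA-stimulated wells | reagent = EC80 β-phenethylamine stimulus | read-out basis = percent inhibition of PEA-evoked calcium signal, max/basal emission ratio | schedule = seeding 17-24 h prior, 75-min 37 °C, 30-min RT dye loading | signal = kinetic Fluo-8 calcium fluorescence measurement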
CHO parental Ca: ATP-evoked calcium signal inhibitors, parental CHO, primary screen, counter-screen for OX1R antagonist project, cell-based, fluorescence, Fluo-8 calcium dye; parental CHO-K1, ATP-induced calcium, Fluo-8 fluorescence; inhibition, % at 5.6 µM; 330,000 tested, 0.63% active;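 active means inhibition above that plate's mean sample inhibition plus 3 SD, cut at about 26% in these data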;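 further: 0% = ATP-challenged DMSO wells and 100% = DMSO wells without ATP; some compounds past the cut are filed as inactive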
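Test system: untransfected parental CHO cell line. Compound: one dose, 5.6 µM nominal. Detection: intracellular calcium via Fluo-8 no-wash fluorescent dye. Measure: % inhibition. Benchmarks: ATP-challenged DMSO wells low, unchallenged DMSO wells high.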
V1R ag counter: agonists of human V1a receptor, primary screen, counter-screen for OXTR agonist project, fluorescence, CHO-V1R cells | Vasopressin V1a receptor (Homo sapiens), P37288 | Fluo-8 calcium fluorescence, agonist mode; 0% DMSO, 100% 3 nM vasopressin | activation, % at 3 µM | 320,000 tested, 0.25% active;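 active means activation above the mean activation of all tested compounds plus 3 SD, per screening run, cut at about 20% in these data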;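 further: signal is peak over basal fluorescence ratio across a 100 second FLIPR read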
Target sequence (P37288 whole entry, looked up): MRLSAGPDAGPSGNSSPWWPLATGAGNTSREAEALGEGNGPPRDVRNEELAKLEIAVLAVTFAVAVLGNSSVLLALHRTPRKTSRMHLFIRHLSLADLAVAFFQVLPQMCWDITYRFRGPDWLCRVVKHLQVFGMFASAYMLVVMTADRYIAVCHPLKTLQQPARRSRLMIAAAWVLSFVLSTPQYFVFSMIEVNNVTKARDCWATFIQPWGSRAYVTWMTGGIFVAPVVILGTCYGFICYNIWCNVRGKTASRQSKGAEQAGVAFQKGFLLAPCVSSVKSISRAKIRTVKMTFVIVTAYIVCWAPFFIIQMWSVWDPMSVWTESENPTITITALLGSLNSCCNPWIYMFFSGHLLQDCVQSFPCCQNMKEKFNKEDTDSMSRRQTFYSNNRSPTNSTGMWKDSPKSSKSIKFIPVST
GPR7 antagonist: GPR7 receptor antagonists, primary screen, cell-based, fluorescence, single concentration | Neuropeptides B/W receptor type 1 (Homo sapiens), P48145 | inhibition, % at 4.4 µM | AID 1861, 2009 | GPR7-expressing cells, fluorescence antagonist assay | 290,000 tested, 1.1% active; in the data active means inhibition above about 16%, passing the limit was not always enough;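 further: cells stimulated with the agonist NPW; 0% = agonist with vehicle and 100% = vehicle without agonist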
OXTR potentiator: human OXTR potentiators, primary screen, fluorescence, CHO-OTR cells, Fluo-8 calcium; Oxytocin receptor (Homo sapiens), P30559; activation, % at 3 µM; 320,000 tested, 0.061% active; Fluo-8 calcium fluorescence, potentiator mode; 0% = oxytocin EC15, 100% = EC100;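 active means activation above that plate's cutoff, the mean activation of tested compounds plus 3 SD, cut at about 6.6% in these data, passing the limit was not always enough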;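 further: 100% uses oxytocin at 75 nM as the full agonist control; some results filed as inactive read as strong as hits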
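Measured by – Fluo-8 calcium dye fluorescence · Test system – human OTR in CHO cells · Dosing – one concentration, 3.0 µM compound · Controls – EC15 oxytocin alone as 0%, 75 nM oxytocin as 100% · Evaluation – normalized max/min fluorescence ratio, % activation · Timing – 6 min pre-incubation, 100 s read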
CHO-K1 Ca antag: counter-screen for M1 antagonists: effect in parental CHO-K1 cells; ATP-induced calcium, Fluo-8 fluorescence; inhibition, % at 3 µM; 360,000 tested, 0.6% active;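 active means inhibition above a per-plate cutoff, the plate's mean sample inhibition plus 3 SD, cut at about 24% in these data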;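 further: 0% = DMSO plus EC80 ATP and 100% = DMSO alone without ATP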
M1 ag parental: counter-screen for M1 agonists: effect in parental CHO-K1 cells. Fluo-8 calcium fluorescence; scaled to maximal ATP response, vehicle zero. activation, % at 3 µM. 360,000 tested, 0.48% active. AID 602248, 2012; in the data active means activation above about 15%;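 further: untransfected CHO-K1 host cells lacking M1 receptor as counterscreen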
M1 PAM parental: nonselective calcium activators in parental CHO-K1 cells, primary screen, counter-screen for M1 PAM project, cell-based, Fluo-8 calcium fluorescence, full deck, 1536-well. 360,000 tested, 0.02% active. ATP EC20; 0% at ATP EC20, 100% at ATP max. activation, % at 3 µM;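 active means activation above the run cutoff, the mean activation of all test compounds plus 3 SD, cut at about 40% in these data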;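 further: peak over basal fluorescence ratio in a 140 s read after ATP addition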
The depositor's hits bear a star; x = no result given. Random draw from the library; any-hit rate near 3.5%.

SMILES | OXTR agonist | TAAR1 antagonist | CHO parental Ca | V1R ag counter | GPR7 antagonist | OXTR potentiator | CHO-K1 Ca antag | M1 ag parental | M1 PAM parental
Nc1nc2ccccc2nc1N1CCCC1 | -1.2 | -15 | -1 | -0.2 | 1 | -3 | -10 | 2.1 | 20
Cc1ccc(OCC(=O)OC(C)C(=O)NC2CCCCC2C)cc1C (stereo not drawn) | -1.3 | -7 | -12 | -0.2 | x | -3 | -1 | -0.4 | -8
Nc1ccc2c(c1)C(=O)N(CCCC(=O)O)C2=O | 0.7 | 0 | 5 | 0.7 | -7 | -1 | 1 | -0.1 | -3
O=C(COC(=O)c1cnccn1)N=c1sccn1Cc1ccccc1Cl | -0.1 | 3 | -7 | 0.8 | x | 0 | 1 | 1.6 | 4
COc1ccc2nc(NC(=O)c3cccc(OCc4c(C)noc4C)c3)sc2c1 | -1.7 | 41 | -11 | -1.2 | -9 | -29 | 11 | 1.2 | -3
C=CCNc1nc(C(=O)OCC(=O)Nc2c(Cl)cccc2C(F)(F)F)cs1 | -0.8 | -10 | 0 | 7.1 | x | -8 | 5 | 0.0 | 7
CCOc1ccccc1NC(=O)c1cccc(S(=O)(=O)N(Cc2ccccc2)c2ccccc2OC)c1 | 1.1 | -5 | -24 | 2.0 | -6 | -5 | -5 | 0.6 | 12
COc1cccc(Cn2c(=O)c3[nH]cnc3n(-c3ccccc3C)c2=O)c1 | -1.8 | -28 | -12 | 0.9 | -7 | 0 | 4 | 0.1 | -12
COc1ccc(CCN(C)Cc2nc(Cc3ccc(OC)c(OC)c3)no2)cc1OC | -0.5 | -18 | -11 | -0.1 | -14 | -2 | 2 | 1.5 | -12
COc1ccc(Cl)cc1C(=O)NNC(=O)CCNC(=O)c1ccccc1 | x | -23 | x | x | x | x | 8 | -0.1 | 4
Cc1cccc(Nc2nc(N3CCCCC3)nc(N3CCCCC3)n2)c1 | -1.5 | -13 | -27 | 0.1 | -10 | 0 | -17 | 0.8 | 22
Cc1noc(C)c1Cc1ccc(O)cc1 | 0.6 | -15 | 7 | 0.2 | -11 | -14 | -11 | 0.3 | 15
COc1ccc(NC(=O)c2ccc(Cc3ccc(C)cc3)o2)cc1 | -1.5 | 1 | -8 | -0.3 | -4 | -4 | 8 | -0.2 | 0
COc1cc(CNc2ccc(N3CCN(C(C)=O)CC3)cc2)ccc1OCc1ccc(F)cc1 | 1.3 | 34 | -25 | 0.9 | -11 | -9 | 1 | 0.0 | 18
Cc1cccc(C(=O)N2CCN(Cc3ccc4c(c3)OCO4)CC2)c1 | -1.4 | -21 | 12 | 1.3 | 6 | -8 | 12 | 0.1 | 4
COc1ccc(NC(=S)NC(C)C(c2ccccc2)N2CCOCC2)cc1 (stereo not drawn) | -1.7 | 11 | -2 | -0.6 | -2 | -2 | -2 | -0.5 | 12
COc1cc(NC(=O)C2=C(C)OCCS2)c(Cl)cc1C(=O)NCCCN1CCCC(C)C1 (stereo not drawn) | x | -3 | x | x | x | x | -21 | 0.6 | 13
COc1ccc(S(=O)(=O)NC2CCCC2)c(Cl)c1Cl | -1.7 | 5 | -6 | -1.4 | -2 | 2 | -26 | 0.4 | 5
O=C(Nc1nncs1)C1CC(=O)N(C2CCCC2)C1 (stereo not drawn) | 0.1 | -24 | 7 | 0.0 | -9 | -2 | -4 | 3.1 | 22
CN(C(=O)c1cccc(NC(=O)Cc2ccc(NC(=O)C3CCN(C(=O)C4CCCCC4)CC3)cc2)c1)C1CCCC1 | x | -11 | x | x | x | x | -6 | 0.1 | 8
Cc1ccc(OCC(=O)Nc2ccc(C)c(S(=O)(=O)N3CCCCCC3)c2)c([N+](=O)[O-])n1 | 2.1 | 14 | 15 | 4.2 | -7 | -25 | 3 | 2.3 | -7
C=CCn1c(SCC(=O)Nc2cccc(S(N)(=O)=O)c2)nc2sc(C)c(C)c2c1=O | 0.3 | 12 | 10 | 0.3 | x | -4 | -13 | 0.6 | 15
O=C(Nc1cccc(NC(=O)c2ccccc2Cl)c1)c1ccco1 | 1.3 | 9 | -9 | 3.1 | -2 | -7 | -2 | 2.5 | 0
Cc1ccccc1Nc1nc(N)nc(COC(=O)c2ccco2)n1 | 0.1 | 1 | -11 | 1.4 | x | -2 | 5 | -0.1 | -1
COC(=O)c1c(C)c(OC(=O)c2c(C)cc(O)c(C=O)c2O)cc(C)c1O | 1.4 | x | 2 | -0.2 | x | 1 | 1 | 0.2 | -3

An excerpt from above, reduced to CHO parental Ca.
Molecule,CHO parental Ca
Nc1ccc2c(c1)C(=O)N(CCCC(=O)O)C2=O,5
O=C(COC(=O)c1cnccn1)N=c1sccn1Cc1ccccc1Cl,-7
COc1ccc2nc(NC(=O)c3cccc(OCc4c(C)noc4C)c3)sc2c1,-11
C=CCNc1nc(C(=O)OCC(=O)Nc2c(Cl)cccc2C(F)(F)F)cs1,0
CCOc1ccccc1NC(=O)c1cccc(S(=O)(=O)N(Cc2ccccc2)c2ccccc2OC)c1,-24
COc1cccc(Cn2c(=O)c3[nH]cnc3n(-c3ccccc3C)c2=O)c1,-12

(cont.)
SMILES | OXTR agonist | TAAR1 antagonist | CHO parental Ca | V1R ag counter | GPR7 antagonist | OXTR potentiator | CHO-K1 Ca antag | M1 ag parental | M1 PAM parental
COc1ccc(NC(=O)CCCc2nnc3n(C)c(=O)c4sccc4n23)cc1 | -2.2 | -9 | -9 | 0.6 | -11 | -18 | -10 | 0.1 | 5
Cc1cc(C(=O)N/N=C/c2cc(Cl)cc([N+](=O)[O-])c2O)n[nH]1 | -0.3 | -17 | -2 | -0.5 | -12 | 1 | -3 | 0.6 | 20
Cc1ccc(-n2c(-c3ccncc3)n[nH]c2=S)cc1C | -0.8 | 12 | -11 | -0.1 | -4 | -12 | 11 | -0.7 | -21
O=C(OC(c1ccccc1)c1nccc2ccccc12)c1cc([N+](=O)[O-])cc([N+](=O)[O-])c1 (stereo not drawn) | -1.6 | -20 | -30 | -0.6 | -2 | -1 | 4 | 12 | 17
CCOC(=O)C(C)c1ccc2cc(OC)ccc2c1 (stereo not drawn) | -1.9 | -3 | -4 | -1.3 | -12 | 2 | 18 | -0.4 | -4
O=S(=O)(c1ccc(S(=O)(=O)N2CCN(C/C=C/c3ccccc3)CC2)cc1)N1CCCC1 | -0.2 | 2 | -27 | 1.7 | -16 | -7 | -8 | 0.6 | 2
CC(C)C[C@H]1CN=C(Nc2ccccc2)N1CC1CCCCC1 | 2.5 | 6 | -20 | 1.9 | 25 | -4 | -1 | 1.8 | 5
CC(C)CNC(=O)C(=O)Nc1cc2c3c(c1)CCC(=O)N3CCC2 | 0.0 | -26 | -3 | -0.4 | -6 | -3 | 6 | -0.7 | -26
CCc1nc2oc(C(=O)c3ccccc3)c(N)c2c2c1COC(C)(C)C2 | 0.3 | 11 | 1 | -0.1 | -13 | -21 | -13 | 0.2 | 12
CCOc1cc(CNCCCN2CCOCC2)ccc1OCC(=O)NC(C)(C)C | 1.3 | 13 | -5 | 1.4 | -2 | -1 | -10 | 0.8 | 26
CC(C)c1ccc(NC(=O)[C@@H]2CCC(=O)N2C2OC(=O)c3ccccc32)cc1 (stereo partly drawn) | -1.3 | -10 | -17 | 0.7 | 13 | -2 | -1 | 0.1 | 4
O=C(Nc1ccc(C(=O)N2CCOCC2)cc1)c1cc(-c2cccnc2)nc2ccc(Br)cc12 | 0.2 | 53* | -3 | 6.8 | 3 | -1 | -13 | 6.6 | 1
Cc1c(NS(=O)(=O)c2ccc(N3CCN(C)CC3)c([N+](=O)[O-])c2)c(=O)n(-c2ccccc2)n1C | 0.8 | 23 | -5 | 0.6 | -4 | -3 | 19 | -0.3 | -12
CCOc1ccc(NC(=O)/C=C/c2ccccc2)c([N+](=O)[O-])c1 | -2.5 | 26 | 5 | 1.3 | 8 | -6 | -16 | 1.4 | 27
CCOc1ccc(NC(=O)C2CCCN(c3nn4c(=O)cc(C)nc4s3)C2)cc1 (stereo not drawn) | -1.3 | -19 | -13 | 0.3 | -10 | -8 | -22 | -0.2 | 10
O=[N+]([O-])c1cccc(NC(=S)N2CCc3ccccc3C2)c1 | 3.6 | 31 | -3 | 2.8 | 19 | -3 | -13 | 3.6 | 13
COc1ccc(/C=C/c2ccc3cccc(O)c3n2)c(OC)c1OC | 0.4 | 35 | 21 | 2.0 | 32* | -18 | 12 | 4.9 | 5
Cc1ccc(/C=N/Nc2nc(Cl)c(Cl)cc2Cl)s1 | -1.9 | -12 | 1 | -0.7 | -6 | -10 | -1 | -0.7 | 6
CCOc1ccc(CCNC(=O)CN2C(=O)NC3(CCCc4ccccc43)C2=O)cc1OCC (stereo not drawn) | -0.8 | -11 | -16 | -0.1 | x | -2 | 2 | 1.1 | 19
CCCCNC(=O)c1ccc(C)c(NC(=O)C2=C(C)OCCS2)c1 | 0.5 | -17 | -16 | -0.5 | 14 | -14 | -18 | 0.5 | 13
O=C(c1ccccc1)n1nnc2ccccc21 | 0.4 | 2 | 6 | 1.0 | 10 | 5 | -9 | 0.3 | 20
O=C1CCCC/C1=C\Nc1ccccc1C(=O)O | 1.7 | -8 | -4 | 0.9 | -10 | 2 | 2 | 0.3 | 20
CN(C)CCCN(C(=O)c1ccc(S(=O)(=O)N2CCc3ccccc32)cc1)c1nc2c(Cl)cccc2s1 | 1.1 | 20 | -23 | 1.2 | 5 | -7 | -9 | 2.3 | 17
Cc1cccc(C(=O)NCC(=O)NC2CCN(Cc3ccccc3)CC2)c1 | 0.8 | -17 | -15 | 0.6 | 1 | -2 | -8 | 0.0 | -10

3 entries already listed, arranged by their value in GPR7 antagonist, high to low:
SMILES	GPR7 antagonist
O=C(Nc1ccc(C(=O)N2CCOCC2)cc1)c1cc(-c2cccnc2)nc2ccc(Br)cc12	3
O=C(OC(c1ccccc1)c1nccc2ccccc12)c1cc([N+](=O)[O-])cc([N+](=O)[O-])c1 (stereo not drawn)	-2
CCOC(=O)C(C)c1ccc2cc(OC)ccc2c1 (stereo not drawn)	-12
